Source: PubChem
PMI act satM6P: increases human PMI activity with near-saturating mannose 6-phosphate; P34949; coupled PMI enzyme assay, resazurin fluorescence, 20 min; active compounds read high; 1 = untreated enzyme, 0 = substrate-free blank; activation factor at 20 µM; 190,000 compounds, 0.34% hits; AID 1216;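 active = activation factor of 2 or more at 20 µM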
Target sequence (P34949 whole entry, looked up): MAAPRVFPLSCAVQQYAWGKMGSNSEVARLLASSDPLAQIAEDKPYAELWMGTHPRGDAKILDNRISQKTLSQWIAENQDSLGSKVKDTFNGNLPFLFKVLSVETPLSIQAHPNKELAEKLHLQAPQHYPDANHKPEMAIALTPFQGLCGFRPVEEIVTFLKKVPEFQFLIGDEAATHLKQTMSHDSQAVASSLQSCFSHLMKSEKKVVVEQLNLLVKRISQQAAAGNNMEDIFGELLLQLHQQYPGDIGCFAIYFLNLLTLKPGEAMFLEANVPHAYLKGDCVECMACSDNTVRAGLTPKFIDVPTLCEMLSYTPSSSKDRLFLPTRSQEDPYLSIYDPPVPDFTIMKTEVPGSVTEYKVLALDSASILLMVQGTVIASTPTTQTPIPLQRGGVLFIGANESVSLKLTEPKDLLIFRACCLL
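Test system: human PMI in coupled enzyme assay; Input: PMI at 15 ng/mL final; Medium: HEPES buffer, pH 7.4; Schedule: 20 min incubation at room temperature; Technique: resorufin fluorescence at Ex 544/Em 590 nm; Compound: 20 µM single dose; Probe or stimulus: Near-saturating mannose-6-phosphate, 1.0 mM.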
S1P3 antagonist: blocks the human S1P3 receptor; Q99500; CHO S1P3 NFAT-BLA reporter, FRET fluorescence, antagonist mode; inhibition, % at 4.98 µM; 170,000 compounds, 0.27% hits; AID 485;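 active = inhibition above the plate cutoff, the mean inhibition of test wells on that plate plus 3 SD, cut at about 28% in these data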;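 note: cells challenged with S1P at its EC80 of 0.8 µM; blue over green emission ratio from cleaved BLA substrate after 4 h stimulation; 0% = S1P-stimulated wells and 100% = unstimulated DMSO-only wells; some compounds past the cut are filed as inactive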
Target sequence (Q99500 whole entry, looked up): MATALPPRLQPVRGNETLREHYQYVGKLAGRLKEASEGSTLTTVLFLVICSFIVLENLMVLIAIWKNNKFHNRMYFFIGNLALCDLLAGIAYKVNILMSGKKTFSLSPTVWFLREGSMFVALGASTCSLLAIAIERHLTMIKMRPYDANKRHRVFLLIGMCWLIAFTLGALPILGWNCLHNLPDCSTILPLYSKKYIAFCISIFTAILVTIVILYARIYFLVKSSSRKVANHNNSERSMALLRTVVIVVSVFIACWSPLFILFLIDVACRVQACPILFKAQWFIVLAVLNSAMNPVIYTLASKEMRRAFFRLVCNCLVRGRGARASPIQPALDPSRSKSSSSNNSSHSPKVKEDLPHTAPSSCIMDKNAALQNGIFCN
SRC2 TRFRET art: counter-screen for PPARgamma SRC-2 recruitment agonists: TR-FRET artefact | AID 1049 | TR-FRET ratio at 8 µM | 200,000 compounds, 0.4% hits | active compounds read high; in the data active = TR-FRET ratio above about 2000; note: inactives centre near 1500; reference of the scale not given here
Diaphorase inh: inhibits diaphorase or chemically oxidizes, flagging diaphorase assay artifacts | diaphorase resazurin-to-resorufin fluorescence, NADH, 16 min; bacterial (C. kluyveri) enzyme, not human | inhibition, % at 20 µM | 190,000 compounds, 0.69% hits;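 active = primary screen inhibition at 20 µM above a set limit, cut at about 50% in these data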;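 note: plate controls were DMSO with full reaction for no effect and wells lacking NADH for full effect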
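Detection: fluorescence of resorufin formed from resazurin, Ex 544/Em 590 nm; test system: Clostridium kluyveri diaphorase enzyme; amount: 0.14 U/mL diaphorase, enzyme working solution; times: 16-min room-temperature incubation before reading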
PPARg SRC1 recr: promotes SRC-1 coactivator recruitment by human PPARgamma; P37231; PPARgamma-SRC-1 coactivator recruitment biochemical assay; activation, % at 8 µM; 200,000 compounds, 0.41% hits; AID 631; in the data active = activation above about 19%;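 note: 0% = DMSO and 100% = reference agonist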
Diaphorase act: activates diaphorase or chemically reduces, flagging diaphorase assay artifacts; Diaphorase/resazurin coupled assay, resorufin fluorescence, 16 min; active compounds read high; 1 = vehicle wells, 0 = NADH-free wells; activation factor at 20 µM; 190,000 compounds, 0.005% hits;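 active = diaphorase activity raised at least twofold by the compound at 20 µM; inactive = activation factor below 2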
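Material: Purified diaphorase enzyme from Clostridium kluyveri | Buffer or medium: 50 mM HEPES pH 7.4 with 4.542 mM MgCl2, 0.005% Tween 20 | Times: 16 min enzyme reaction, ambient temperature | Signal: Red resorufin fluorescence at 544/590 nm excitation/emission | Measure: Increased resorufin signal from activators or reducing compounds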
ROMK mod: human ROMK K+ channel modulation, primary screen | P48048 | Tet-inducible ROMK, thallium flux fluorescence; actives lie on both sides | B-score at 10 µM | 130,000 compounds, 2% hits;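 active = signal ratio slope over the read window, or its plate-corrected B-score, at least 3 SD from the plate mean, either direction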;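 note: B-score of the F/F0 ratio slope over 7 to 12 s after thallium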
PPARg SRC-3 ag: promotes SRC-3 coactivator recruitment by human PPARgamma; P37231; biochemical PPARgamma/SRC-3 coactivator recruitment assay; activation, % at 8 µM; 200,000 compounds, 0.26% hits; AID 731; in the data active = activation above about 23%;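 note: 0% = DMSO and 100% = reference agonist; some compounds past the cut are filed as inactive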
G6PDH CS: L. mesenteroides G6PDH inhibition counter-screen; inhibition, % at 5 µM; 200,000 compounds, 0.12% hits; Purified L. mesenteroides G6PDH, diaphorase/resazurin coupled fluorescence, 45 min; in the data active = inhibition above about 50%
PPARg SRC-2 ag: agonists of SRC-2 recruitment by human PPARgamma | PPARgamma LBD-SRC-2 recruitment, biochemical | activation, % at 8 µM | P37231 | 200,000 compounds, 0.34% hits; in the data active = activation above about 22%;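 note: 0% = vehicle and 100% = reference agonist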
PMI act: increases human mannose-6-phosphate isomerase activity | purified human PMI, coupled resazurin fluorescence, 20 min; active compounds read high; 1 = vehicle control, 0 substrate-free wells | activation factor at 20 µM | 190,000 compounds, 0.005% hits;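 active = activation factor of 2 or more at 20 µM, relative to plate controls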
* marks the source's active call; other numbers are inactive results; . = no result given.

Preview, 8 compounds:
SMILES | PMI act satM6P | S1P3 antagonist | SRC2 TRFRET art | Diaphorase inh | PPARg SRC1 recr | Diaphorase act | ROMK mod | PPARg SRC-3 ag | G6PDH CS | PPARg SRC-2 ag | PMI act
CCOC(=O)N1CCN(CC(=O)Nc2cc(OCC)ccc2OCC)CC1 | 1 | . | 1642 | 37 | 3 | 0.6 | 0.099 | 2 | 9 | 5 | 0.9
O=[N+]([O-])c1ccccc1N/N=C\c1ccccc1Cl | 0.8 | . | 1641 | 18 | 0 | 0.8 | . | 5 | -12 | 0 | 0.9
O=C(NC(NC(=S)N1CCOCC1)C(Cl)(Cl)Cl)c1ccc(Cl)cc1 (stereo not given) | 1 | 9 | 1483 | 8 | -1 | 0.9 | . | 4 | -7 | 7 | 0.9
Cc1ccc(-n2c3c(c(=O)[nH]c2=O)C(C(F)(F)F)(C(F)(F)F)NC(=O)N3)cc1 | 1.1 | . | 1433 | 2 | -10 | 1 | . | -7 | 2 | -2 | 1
Cc1nc(-c2ccccc2)cn(O)c1=O | 0.3 | -7 | 1527 | 21 | 4 | 0.8 | 0.32 | -2 | 11 | 5 | 0.9
O=C(COC(=O)c1cncc(Br)c1)Nc1ccc2c(c1)OCO2 | 1 | -20 | 1468 | 3 | -4 | 1 | -2.6 | 6 | -2 | -3 | 1.1
O=C(NC1CCCCC1)C(c1ccccn1)N(C(=O)c1csnn1)C1CCCCC1 (stereo not given) | 1.1 | 16 | 1699 | -16 | 6 | 1.2 | 0.93 | 8 | 12 | 9 | 1.1
CC(C(=O)N1CCOCC1)(c1ccccc1)c1ccccc1 | 1 | . | 1594 | 7 | -5 | 0.9 | 0.93 | 19 | -1 | 6 | 0.9

Results, from the first entry:
SMILES | PMI act satM6P | S1P3 antagonist | SRC2 TRFRET art | Diaphorase inh | PPARg SRC1 recr | Diaphorase act | ROMK mod | PPARg SRC-3 ag | G6PDH CS | PPARg SRC-2 ag | PMI act
CCOC(=O)N1CCN(CC(=O)Nc2cc(OCC)ccc2OCC)CC1 | 1 | . | 1642 | 37 | 3 | 0.6 | 0.099 | 2 | 9 | 5 | 0.9
O=[N+]([O-])c1ccccc1N/N=C\c1ccccc1Cl | 0.8 | . | 1641 | 18 | 0 | 0.8 | . | 5 | -12 | 0 | 0.9
O=C(NC(NC(=S)N1CCOCC1)C(Cl)(Cl)Cl)c1ccc(Cl)cc1 (stereo not given) | 1 | 9 | 1483 | 8 | -1 | 0.9 | . | 4 | -7 | 7 | 0.9
Cc1ccc(-n2c3c(c(=O)[nH]c2=O)C(C(F)(F)F)(C(F)(F)F)NC(=O)N3)cc1 | 1.1 | . | 1433 | 2 | -10 | 1 | . | -7 | 2 | -2 | 1
Cc1nc(-c2ccccc2)cn(O)c1=O | 0.3 | -7 | 1527 | 21 | 4 | 0.8 | 0.32 | -2 | 11 | 5 | 0.9
O=C(COC(=O)c1cncc(Br)c1)Nc1ccc2c(c1)OCO2 | 1 | -20 | 1468 | 3 | -4 | 1 | -2.6 | 6 | -2 | -3 | 1.1
O=C(NC1CCCCC1)C(c1ccccn1)N(C(=O)c1csnn1)C1CCCCC1 (stereo not given) | 1.1 | 16 | 1699 | -16 | 6 | 1.2 | 0.93 | 8 | 12 | 9 | 1.1
CC(C(=O)N1CCOCC1)(c1ccccc1)c1ccccc1 | 1 | . | 1594 | 7 | -5 | 0.9 | 0.93 | 19 | -1 | 6 | 0.9
CCCCOC(=O)Nc1nnc(-c2ccccc2OC)s1 | 1.1 | 37 | 1570 | 6 | 4 | 0.9 | . | 1 | 1 | -4 | 1.1
CCC(CC)c1nc(C#N)c(NC(C)c2ccccc2)o1 (stereo not given) | 0.9 | -12 | 1515 | 12 | 10 | 0.9 | -0.0039 | 7 | 23 | 2 | 0.9
COc1ccc2nc(NC(=O)C3CCCO3)sc2c1 (stereo not given) | 1 | -3 | 1596 | 7 | 6 | 0.9 | 2.1 | 3 | 24 | -8 | 0.9
c1ccc(Cc2nnc3sc(-c4ccco4)nn23)cc1 | 0.9 | -39 | 1692 | 14 | 3 | 0.9 | . | 6 | 2 | 0 | 1
O=C(CN1CCC(C(O)(c2ccccc2)c2ccccc2)CC1)Nc1ccccc1 | 1 | . | 1386 | 4 | -4 | 1 | -0.87 | -8 | 3 | -5 | 1
Cc1cccc(C)c1-n1c(C)nn(CCOc2ccccc2)c1=O | 1.1 | -8 | 1389 | 6 | -2 | 0.9 | 0.22 | -5 | 2 | 2 | 1
O=C(N/N=C/c1ccc(OC(=O)c2ccccc2)cc1)c1ccc(CN2CCOCC2)cc1 | 1.2 | . | 1404 | -16 | -6 | 1.2 | . | 4 | 9 | -1 | 1.1
C/C(=N\Nc1nc2ccccc2s1)c1ccc2c(c1)OCO2 | 0.8 | 8 | 1514 | 12 | 1 | 0.9 | 0.08 | -2 | 8 | -2 | 0.9
COc1cccc(OCC(O)CO)c1 (stereo not given) | 1 | -33 | 1601 | 8 | 4 | 0.9 | 0.54 | 1 | 4 | -3 | 0.9
CN1CCc2c(n(CC(O)CNCc3ccccc3)c3ccccc23)C1=O (stereo not given) | 0.9 | 3 | 1565 | -4 | -1 | 1 | -1.7 | 2 | -5 | 3 | 1
O=C1CN(C(=O)Cn2ncc(Cl)c(Cl)c2=O)c2ccccc2N1 | 1 | 4 | 1812 | 19 | 10 | 0.8 | 0.45 | -3 | 10 | 1 | 1
Cc1cc(NC(=O)c2ccc3c(c2)C(=O)N(C)C3=O)no1 | 0.9 | . | 1408 | 12 | -2 | 0.9 | -0.026 | -8 | 17 | 3 | 0.9
Cc1[nH]nc(SCC(=O)NCCc2ccccc2)c1[N+](=O)[O-] | 0.9 | -2 | 1569 | 12 | -4 | 0.9 | . | 1 | 5 | 8 | 1
Cc1ccccc1C(=O)Nc1cccc(NC(=O)Cn2cnc3c(=O)n(C)c(=O)n(C)c32)c1 | 1 | 7 | 1525 | 10 | 6 | 0.9 | . | 10 | -9 | 5 | 1
CSc1ccccc1NC(=O)Cc1ccccc1[N+](=O)[O-] | 1.1 | -17 | 1561 | -3 | 1 | 1 | -0.097 | -4 | 6 | 3 | 1
O=C(CCc1nc2ccccc2c(=O)[nH]1)OCC(=O)N1CCN(S(=O)(=O)c2ccccc2)CC1 | 1 | -5 | 1558 | 6 | 12 | 0.9 | 0.0075 | 11 | 7 | 11 | 1
Cc1cc(OCC(=O)Nc2cnn(CCCC(=O)O)c2)ccc1[N+](=O)[O-] | 1 | -13 | 1546 | -5 | -5 | 1 | 0.73 | -1 | 3 | -3 | 1.2
More results follow:
SMILES | PMI act satM6P | S1P3 antagonist | SRC2 TRFRET art | Diaphorase inh | PPARg SRC1 recr | Diaphorase act | ROMK mod | PPARg SRC-3 ag | G6PDH CS | PPARg SRC-2 ag | PMI act
Cc1ccnc(NC(=O)CCC(=O)N(CC(=O)NC2CCCCC2)CC2CCCO2)c1 (stereo not given) | 1 | 17 | 1573 | 12 | 5 | 0.9 | -1 | 9 | 12 | 6 | 1.1
CN(CC(=O)NC1CCCCC1)S(=O)(=O)c1ccc(Br)s1 | 1 | . | 1547 | 9 | 1 | 0.9 | 1.4 | -5 | 43 | 2 | 0.9
O=C(Nc1cccn(Cc2c(Cl)cccc2Cl)c1=O)c1ccc(Cl)cc1 | 0.7 | . | 1345 | 29 | -1 | 0.7 | . | -17 | 7 | -4 | 0.8
COc1ccc2c(C)cc(SCC(=O)Nc3ncc(Cl)cc3Cl)nc2c1 | 0.9 | -4 | 1603 | 15 | 6 | 0.8 | . | 10 | 0 | 3 | 0.9
CC(C)NC(=O)c1onc(CSc2ccccc2)c1C(=O)O | 1.1 | . | 1449 | 1 | 6 | 1 | . | 14 | 3 | 2 | 1
NC(=O)C1CCN(C(=O)/C=C/c2cc(Br)ccc2F)CC1 | 1 | -17 | 1577 | 6 | 3 | 0.9 | 0.48 | 1 | -2 | 3 | 1
CC(NC(=S)NCCCN1CCOCC1)C12CC3CC(CC(C3)C1)C2 (stereo not given) | 1 | -18 | 1644 | 10 | 6 | 0.9 | 0.36 | 4 | 19 | 4 | 1
CCn1ccnc1CN(C)Cc1nc(-c2ccc3c(c2)OCO3)no1 | 1 | -3 | 1594 | 12 | 4 | 0.9 | -0.043 | 3 | 16 | 2 | 0.9
COc1ccc(OC)c(/C=N/NC(=O)c2cc[n+](CC(=O)c3ccccc3)cc2)c1 | 1.1 | . | 1439 | 14 | 10 | 0.9 | -0.26 | 4 | 0 | 7 | 1
COc1ccc(-n2cc(CNCCc3ncc(C)[nH]3)c(-c3ccccc3Cl)n2)cc1 | . | -13 | 1488 | . | 0 | . | . | 1 | 9 | -6 | .
CCOC(=O)c1c(NC(=O)COC(=O)c2cc(OC)c(OC)cc2[N+](=O)[O-])sc(C)c1CC | 0.7 | -8 | 1564 | 10 | -1 | 0.9 | -0.12 | -2 | 4 | 8 | 0.9
COc1ccc(-c2ccc(S(=O)(=O)N3CCOCC3)cc2)cc1 | 1 | . | 1477 | 9 | -1 | 0.9 | . | 2 | -9 | 5 | 0.9
CC(C)N(C(=O)Cn1cnc2cc([N+](=O)[O-])ccc2c1=O)C(C)C | 0.9 | 2 | 1305 | 23 | -8 | 0.8 | -0.62 | -6 | -6 | -5 | 0.9
O=c1c2ccccc2nc2n1C(CSc1ccc(F)cc1)CN2 (stereo not given) | 1.1 | . | 1495 | 9 | 0 | 0.9 | . | 13 | 3 | 10 | 1.1
C=CCOC(=O)C1=C(C)NC(=S)NC1c1cccs1 (stereo not given) | 0.9 | -12 | 1525 | -4 | -9 | 1 | 0.27 | 2 | -7 | -2 | 0.7
Nc1c(C(=O)NC2CCCCC2)c2nc3ccccc3nc2n1/N=C/c1ccco1 | 0.9 | -17 | . | 24 | . | 0.8 | . | . | 6 | . | 1
Clc1cccc(Nc2nc(-c3cccnc3)cs2)c1 | . | 12 | 1525 | . | 7 | . | -0.041 | 7 | 20 | 8 | .
COC(CNC(=O)CC1C(=O)N(Cc2ccccc2)C(C)c2nc3ccccc3n21)OC (stereo not given) | 1.2 | 0 | 1666 | -1 | 5 | 1 | . | 4 | 3 | 6 | 1.2
COc1cc(/C=C/C(=O)Nc2ccc(N3CCCCC3)c(S(=O)(=O)Nc3ccccc3Cl)c2)cc(OC)c1OC | 1 | 0 | 1249 | 10 | -1 | 0.9 | -0.46 | -2 | 2 | -5 | 0.8
Cc1ccc(N(C(=O)c2ccn[nH]2)C(C(=O)NC2CCCC2)c2cccs2)cc1 (stereo not given) | 1 | -4 | 1743 | -4 | 0 | 1 | -0.22 | 4 | 3 | 2 | 0.9
